# Giardia kill: kills Giardia lamblia. Giardia lamblia trophozoite viability. activity change, % at 7.66 µM, hits read low. 340,000 compounds, 0.15% hits. AID 540267; in the data active = activity change below about -80%; inconclusive = between about -30% and that limit;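 note: parasites exposed to compound for two days anaerobically before the ATP read; % is set by controls: 0 for no effect and ±100 for the full control effect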
#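 Giardia lamblia trophozoites (100 cells/well) were incubated with compounds for 48 h at 37 deg C under anaerobic conditions. Viability was read as ATP content by one-step luminescence after 15-30 min at room temperature.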
# Tb PFK inh: inhibitors of T. brucei phosphofructokinase; T. brucei PFK, ADP-Glo luminescence; Potency, µM (titrated, usually from 57.5 µM), for inactives: at the highest dose activity, negative = inhibition, usual class: inhibitors; 330,000 compounds, 0.17% hits;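 note: potency is the fitted concentration of half-maximal effect; 0% = uninhibited 1x PFK enzyme wells and -100% = no-enzyme wells; nearly all actives have a fitted effect of over 60% in size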
#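 PFK 1.25 nM, F6P 0.5 mM, ATP 0.1 mM, 0.1 M TEA pH 8.0, 5 mM MgCl2, 0.01% Tween20, 0.1% BSA; 45 min RT. ADP-Glo readout. qHTS titration up to 57 uM; curves fitted, compounds curve-classed.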
# TCR act: activators of T cell receptors; 330,000 tested, under 10 active; AID 504894; Potency, µM (doses to about 9.22 µM), inactives show at the highest dose activation of IL-2 secretion, most hits filed as activators; primary human leukocytes, anti-CD3, IL-2 HTRF, 48 h; note: % of control where 0% means no effect
#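 Human primary leukocytes + a-CD3 beads + cpd, 48 hr; IL-2 in supernatant by HTRF (ex 320nm / em 665nm). No co-stimulatory signal supplied.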
# AT treatment: potential ataxia-telangiectasia treatment; 320,000 compounds, 0.19% hits; AID 485349; Potency, µM (series often up to 57.5 µM), without a hit: top-dose activation, usual class: activators; […] A-T fibroblasts, KAP-1 phosphorylation AlphaLISA; neocarzinostatin DNA damage 30 min before lysis; note: potency is the fitted concentration of half-maximal effect; % of control where 0% means no effect; nearly all actives have a fitted effect of over 45% in size
#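 ATM-like activity read as KAP-1 phosphorylation via AlphaLISA donor/acceptor antibody pairs after lysis and 6 hr at 25C. Cells were ATM-null patient fibroblasts ([…], hTERT), dosed 60 min, then exposed to the DSB inducer NCS for 30 min.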
# MLL CXXC-DNA inh: MLL CXXC-DNA interaction inhibition; Q03164; AID 2662; MLL-CXXC / FITC-HOXA9 DNA fluorescence polarization; 290,000 compounds, 0.037% hits; Potency, µM (highest dose often 115 µM), for inactives: at the highest dose activity change, negative = inhibition, hits mostly inhibitors; active = well fitted inhibition curve with a large enough effect in the polarisation, with a control signal flat, not every such curve was filed as active; inconclusive = small, poorly fitted or top-dose-only effect, or effect the other way, or a change in a side signal; inactive = no such curve, though single readings can be large or run the other way; the % refers to the polarisation; note: potency is the fitted concentration of half-maximal effect
#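 Purified MLL-CXXC (added from a 7 uM solution) was preincubated 5 min at ambient with pinned compounds in 50 mM Tris-HCl pH 7.5, 50 mM NaCl, 1 mM DTT, 0.05% BSA. Fluorescein-labeled HOX-A9 DNA (50 nM solution) followed, 30 min, then polarization read.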
# GALK inh: inhibitors of human galactokinase; Purified GALK, Kinase-Glo residual ATP luminescence; AID 1868; P51570; 270,000 compounds, 0.007% hits; Potency, µM (series often up to 57.5 µM), for the others: at the top dose activity change, negative = inhibition, hits mostly inhibitors; note: potency is the fitted concentration of half-maximal effect; % is set by controls: 0 for no effect and ±100 for the full control effect
#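 Luminescence from leftover ATP (Ultra-Glo luciferase/luciferin) served as read-out after a 1 h room-temperature reaction of 5 nM GALK with 35 uM ATP and 100 uM galactose.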
# Coupling enz: counter-screen for Giardia aldolase inhibitors: coupling enzyme system | activity change, negative = inhibition, % at 58.2 µM, hits read low | AID 2472 | coupling enzyme system counterscreen, AmpLite Red fluorescence | 290,000 compounds, 0.67% hits; in the data active = activity change below about -30%; note: % is set by controls: 0 for no effect and ±100 for the full control effect
#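 Activity here indicates interference with the coupling reaction, not aldolase inhibition. Compounds at 57.5 uM final met coupling enzymes for 10 min at RT; substrate and AmpLite Red detection followed, with a 525/598 nm fluorescence read after 20 min.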
# TSHR antag: human thyrotropin receptor antagonism; 330,000 compounds, 0.2% hits; TSHR-expressing cells, TSH-stimulated cAMP HTRF, 2 h; active compounds read low; activity change, negative = inhibition, % at 11.5 µM; P16473; AID 504810;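 active = activity change below a set negative limit, meaning inhibition stronger than a set level, cut at about -70% in these data; inconclusive = activity change between two set negative limits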; note: % is set by controls: 0 for no effect and ±100 for the full control effect
#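 Antagonism was scored as loss of TSH-driven cAMP in TSHR cells, stimulated with 4nM TSH (EC80) for 2 hours at 37 deg C and detected by homogeneous HTRF competition immunoassay.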
# KCNH2 WT inh: inhibitors of human wildtype KCNH2 potassium channel; U2OS, BacMam KCNH2, thallium flux FluxOr; active compounds read low; activity change, % at 1.84 µM; 340,000 compounds, 0.37% hits;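 active = maximum activity change below -70%; inconclusive = maximum activity change between -70% and -50%; inactive = maximum activity change above -50%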; note: % is set by controls: 0 for no effect and ±100 for the full control effect
# Target sequence (Q12809 whole entry, looked up): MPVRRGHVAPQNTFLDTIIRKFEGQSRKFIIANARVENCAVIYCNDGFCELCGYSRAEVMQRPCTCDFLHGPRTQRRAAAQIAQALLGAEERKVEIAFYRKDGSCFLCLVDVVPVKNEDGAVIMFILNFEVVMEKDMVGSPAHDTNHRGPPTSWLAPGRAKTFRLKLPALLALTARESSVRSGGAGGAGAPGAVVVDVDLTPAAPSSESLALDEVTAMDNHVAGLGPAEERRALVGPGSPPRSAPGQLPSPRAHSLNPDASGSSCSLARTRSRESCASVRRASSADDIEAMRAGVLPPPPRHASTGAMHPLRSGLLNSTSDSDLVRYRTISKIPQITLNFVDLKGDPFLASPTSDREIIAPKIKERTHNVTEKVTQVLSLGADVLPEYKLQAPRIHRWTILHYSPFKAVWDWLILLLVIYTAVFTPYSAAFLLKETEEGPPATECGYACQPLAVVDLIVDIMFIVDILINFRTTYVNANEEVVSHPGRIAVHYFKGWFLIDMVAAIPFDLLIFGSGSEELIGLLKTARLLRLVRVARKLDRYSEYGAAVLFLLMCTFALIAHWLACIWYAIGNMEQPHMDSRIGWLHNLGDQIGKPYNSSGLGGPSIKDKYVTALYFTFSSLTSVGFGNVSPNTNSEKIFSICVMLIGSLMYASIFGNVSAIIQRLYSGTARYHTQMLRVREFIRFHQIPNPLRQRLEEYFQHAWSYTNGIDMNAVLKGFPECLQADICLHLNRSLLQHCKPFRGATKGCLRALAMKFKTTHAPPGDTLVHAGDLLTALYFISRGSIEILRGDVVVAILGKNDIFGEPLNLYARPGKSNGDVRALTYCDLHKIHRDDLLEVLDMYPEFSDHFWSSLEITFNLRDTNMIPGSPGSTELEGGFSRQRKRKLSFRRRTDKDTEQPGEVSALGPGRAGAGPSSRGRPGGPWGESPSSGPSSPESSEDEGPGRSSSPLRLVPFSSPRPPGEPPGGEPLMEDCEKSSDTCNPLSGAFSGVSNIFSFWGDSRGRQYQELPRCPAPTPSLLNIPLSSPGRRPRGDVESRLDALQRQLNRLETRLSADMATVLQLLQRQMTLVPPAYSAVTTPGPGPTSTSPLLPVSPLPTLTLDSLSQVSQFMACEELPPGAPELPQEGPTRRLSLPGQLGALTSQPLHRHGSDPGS
#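 U2OS cells transduced with wild-type KCNH2 virus are loaded with FluxOr dye for 45 min, and thallium flux is measured in kinetic reads before and after stimulation buffer. Rate constants are normalized to DMSO controls.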
# Chronic BCR inh: blocks chronic active B-cell receptor signaling. Potency, µM (highest dose often 46.1 µM), for the others: at the highest dose ratio change, negative = lower green/red ratio, actives largely listed as inhibitors. 340,000 compounds, 0.05% hits. ABC-DLBCL IkBa-CBG/CBR reporter, luminescence ratio, 4 h; active = well fitted inhibition curve with a large enough effect in the signal ratio, with a control signal flat, not every such curve was filed as active; inconclusive = small, poorly fitted or top-dose-only effect, or effect the other way, or a change in a side signal; the % refers to the signal ratio;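 note: potency is the fitted concentration of half-maximal effect; plate controls were basal doxycycline-induced cells for no effect and cells given 10 µM MG132 for full effect; MG132 reads +100%, hits lower the ratio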
#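 Compounds up to 46 uM were incubated four hours with TMD8 cells whose green CBG68 luciferase is fused to IkappaBalpha; red CBR luminescence normalised the signal, and concentration-effect curves were fitted to fusion, red and ratio data.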
# * = called active by the depositor; i = inactive; ? = inconclusive; . = no result given; & = joins results of further samples; [ ] = remark or other dose. Unless noted, calls come from the whole dose curve; as a rule, active = well fitted curve in the direction sought with a large enough effect; inconclusive = small, poorly fitted or top-dose-only effect, or another doubt; inactive = no such curve, though single readings can be large; an effect the other way counts as inactive or inconclusive. These rows are one share of the data; count on the stated rates, not on these rows.
SMILES,Giardia kill,Tb PFK inh,TCR act,AT treatment,MLL CXXC-DNA inh,GALK inh,Coupling enz,TSHR antag,KCNH2 WT inh,Chronic BCR inh
Cc1cc(C)cc(-n2c(C)cc(/C=C3\C(=O)NC(=O)N(C)C3=O)c2C)c1,3,-1%,3%[46.1 µM],2%,-22%,-3%,-1,-4,-3,5%
CCN(CC)C(=O)Cn1cc(/C=C2\C(=O)NC(=O)N(c3ccccc3F)C2=O)c2ccccc21,-17,21%,0%,-10%,-10%,1%,2,3,5,?
COc1ccc(-n2c(SCCN(C)C)nc3ccccc3c2=O)cc1,31[activator],-11%,-3%,-4%,-4%,2%,0,1,-7,-18%
CCCN(CC#CCOc1ccc(OC)cc1)CCC,-2,1%,2%,-2%,0%,1%,-1,1,29,-14%
CN(CCOc1ccc(C=C2C(=O)NC(=O)NC2=O)cc1)c1ccccn1,-28,-9%,4%,0%,-3%,-2%,4,-12,16,0%
CCOC(=O)c1c(NC(=O)C(c2ccccc2)c2ccccc2)sc2c1C1CCN2CC1,2,-1%,3%,9%,7%,.,-8,-7,5,?
O=C(COc1ccc2ccccc2c1)N1CCN(Cc2c[nH]c3ccccc23)CC1,24,-3%,-1%,4%,11%,1%,1,-3,19,?
COc1ccc(Nc2ncc(C(=O)N3CCC4(CC3)OCCO4)c3ccccc23)cc1,-17,-8%,3%,-3%,-1%,-2%,-8,0,3,1%
Cc1ccc(-n2c(O)c(/C=N/N3CCCCC3c3cccnc3)c(=O)[nH]c2=S)cc1 (configuration not stated),-2,-9%,2%[46.1 µM],3%,54%[activator],3%,0,-8,1,7%
CCC[N+]12CCC(CC1)C(C(O)(c1ccccc1)c1ccccc1)C2 (configuration not stated),-17,1%,5%,-9%,0%,-2%,0,-2,-3,-1%
O=[N+]([O-])c1cc(Cl)c2cccnc2c1O,-11,3%,5%,2%,-7%,-1%,-8,-8,13,11µM*
CCc1ccc(N2C(=O)NC(=O)/C(=C/c3ccsc3)C2=O)cc1,.,2%,.,1%,1%,5%,0,9,.,?
O=C1COc2ccc(C(=O)COC(=O)Cc3ccccc3)cc2N1,8,-4%,-6%,1%,.,.,.,-2,-3,?
CCCCCCOc1ccc(CN2CCN(C)CC2)cc1,4,-7%,1%,2%,5%,0%,2,13,43,?
Clc1ccccc1Nc1ncnc(-n2cccc2)n1,8,-5%,-1%,4%,-9%,1%,1,20,-8,?
CCCCCn1c(=O)c(C(=O)Nc2cc(C)ccn2)c(O)c2ccccc21,2,1%,.,-5%,-10%,0%,-2,-7,0,9%
O=c1[nH]c(=S)n(-c2ccccc2)c(O)c1/C=N/N1CCOCC1,-15,-5%,3%[46.1 µM],6%,-5%,-3%,-4,0,-3,0%
N=c1sccn1Cc1ccccc1F,-13,3%,2%,0%,?,-2%,-1,-4,13,0%
CCC(=Nc1ccc(OC)cc1OC)c1c(O)n(C)c(=O)n(C)c1=O,2,1%,2%,-12%,-6%,3%,0,-15,-2,?
CC1(C)C2([N+](=O)[O-])CN3CC1([N+](=O)[O-])CN(C2)C3c1cccnc1 (configuration not stated),-17,-1%,6%,-3%,-8%,1%,0,1,-3,-3%

# Pulled by structure from the list above (2):
SMILES,Giardia kill,Tb PFK inh,TCR act,AT treatment,MLL CXXC-DNA inh,GALK inh,Coupling enz,TSHR antag,KCNH2 WT inh,Chronic BCR inh
CCC[N+]12CCC(CC1)C(C(O)(c1ccccc1)c1ccccc1)C2 (configuration not stated),-17,1%,5%,-9%,0%,-2%,0,-2,-3,-1%
COc1ccc(-n2c(SCCN(C)C)nc3ccccc3c2=O)cc1,31[activator],-11%,-3%,-4%,-4%,2%,0,1,-7,-18%

# More results follow.
SMILES,Giardia kill,Tb PFK inh,TCR act,AT treatment,MLL CXXC-DNA inh,GALK inh,Coupling enz,TSHR antag,KCNH2 WT inh,Chronic BCR inh
COC(=O)C1=C(c2ccc(OC)c(OC)c2)C[C@@H]2CC[C@H]1N2C(=O)N1CCc2cc(OC)c(OC)cc2C1,12,-10%,5%,-4%,.,.,.,6,10,-2%
COCCCn1c(N)c(C(=O)NCCC(C)C)c2nc3ccccc3nc21,-1,-6%,5%,?,-12%,0%,-46*,-8,5,?
CCCCCCn1c(O)c(C=Nc2ccccc2N2CCOCC2)c(=O)[nH]c1=S,-8,3%,-5%,-1%,26%,-2%,0,3,8,?
CCC(C)/C=C(C)/C=C/C1=CC2=C(Cl)C(=O)C(C)(OC(C)=O)C(=O)C2=CO1 (configuration not stated),7,0%,1%,2%,1%,-1%,0,-19,1,15%
CCCCCCNC(=O)N[C@@H](Cc1ccc(O)cc1)C(=O)NCCC[C@H]1CN2C(=NC[C@H]2C)N1CC1CCC1,12,-2%,0%,-26%,7%,5%,0,2,0,1%
C=CCC1([C@@H](C)CCC)C(=O)NC(=O)NC1=O,-10,1%,-1%,2%,.,.,.,-6,0,-1%
Cc1ccc2c(c1)CC1(CN2C)C(=O)NC(=O)N(c2ccccc2C)C1=O (configuration not stated),5,-1%,7%,10%,1%,3%,-3,-3,-9,0%
CC1CCCN(c2ccc(C(=O)N3CCC4(CC3)OCCO4)cc2[N+](=O)[O-])C1 (configuration not stated),-6,8%,.,-6%,-5%,15%,-1,-3,-11,6%
Cc1ccsc1C(=O)C1CCCN(Cc2cc3ccccc3o2)C1 (configuration not stated),-4,1%,0%,6%,5%,1%,-14,16,-9,4%
Cc1cc(NC(=O)CSc2nnc(-c3ccc(Cl)s3)o2)no1,6,0%,1%,-6%,-2%,-1%,-1,-11,-5,?
CC(O)(CS(=O)(=O)c1cccc(C(F)(F)F)c1)C(=O)Nc1ccc(C(F)(F)F)cc1 (configuration not stated),4,-1%,-4%,-8%,-2%,-3%,-3,0,2,17%
Nc1c(S(=O)(=O)c2cccc(Cl)c2)c2nc3ccccc3nc2n1CCN1CCOCC1,-15,-1%,-3%,17%,-1%,2%,0,-9,-7,?
OC1/C(=C/c2ccc(C(F)(F)F)cc2)N2CCC1CC2 (configuration not stated),-19,-4%,0%,-5%,10%,9%,2,6,22,?
CN(C)c1ccc(/C=C2/C(=O)NC(=O)N(CCc3ccc(F)cc3)C2=O)cc1,-17,3%,1%[46.1 µM],11%,-1%,-4%,1,1,.,1%
CC(=O)Nc1ccccc1C(=O)C(=O)Nc1cccc(C(=O)N2CCC3(CC2)OCCO3)c1,6,-2%,3%,-3%,-1%,0%,1,-3,-8,1%
CCCOc1ccc(C(C)=O)cc1Cc1c(O)[nH]c(=S)[nH]c1=O,7,-19%,-2%,11%,-7%,7%,2,25,9,8%
CNC(C)(C)Cc1ccccc1,5,0%,-1%,0%,-1%[51.4 µM],.,3&-1,.,-43,6%
COc1ccc(N2C(=O)CS(=O)C(c3ccccc3)C2=O)cc1 (configuration not stated),19,?,-2%,16%,-21%,7%,3,-7,i,?
CCCN1CCC[C@@H](c2cccc(O)c2)C1,1,3%,4%,-2%,.,.,.,-10&0,-6,-8%
CCC(=NCc1ccco1)c1c(O)n(Cc2ccccc2)c(=O)[nH]c1=O,-12,3%,7%,-9%,17%,0%,-1,12,-5,?
O=c1[nH]c(=S)[nH]c(O)c1C(c1ccccn1)c1c(O)[nH]c(=S)[nH]c1=O,-7,-11%,-4%,-1%,-5%,-2%,-3,-6,i,1%
O=[N+]([O-])NC1=NCCN1Cc1ccc(Cl)nc1,30,-1%,9%,5%,0%,.,2&-3,4,-5,-7%
CN(C)C(=O)Nc1cccc(OC(=O)N(C)C)c1,34[activator],-12%,-3%,6%,4%,0%,3,-1,6,?
COc1ccc(Cl)cc1N=Cc1c(O)n(C)c(=O)n(C)c1=O,-18,0%,0%,-10%,9%,3%,0,-6,4,?
CCN1CCN(c2nc([N+](=O)[O-])nn2C)CC1,-26,-5%,-4%,10%,-11%,5%,-2,5,-14,0%
Cc1ccc(S(=O)(=O)N2CN3CCN(C3)C2)cc1,5,-3%,.,-3%,-6%,-2%,1,-8,-131*,3%
C[C@]12C=CC(=O)C=C1CC[C@@H]1C2CC[C@]2(C)OC(=O)CCC12 (some centres not stated),1,2%,-8%,4%,-5%&-2%,.,-3&1,1,-8,?
NC(=O)Nc1cccc(C(F)(F)F)c1,-2,-13%,0%,7%,5%,0%,-3,2,13,12%
O=c1[nH]c(=S)n(C2CC2)c(O)c1/C=N/Nc1ccccc1,10,-12%,-4%[46.1 µM],-2%,-3%,2%,-1,-1,2,?
CC(=O)c1ccc2c(c1)C1C(Cl)C(Sc3ccccc3[N+](=O)[O-])CC1C(c1ccccc1[N+](=O)[O-])N2 (configuration not stated),11,-2%,-3%[46.1 µM],3%,-1%,1%,-8,16,-12,-7%
CN1CCN(c2ccc([N+](=O)[O-])c(Sc3nncn3C)c2)CC1,-5,-10%,1%,-7%,1%,0%,0,10,3,7%
CCOP(=O)(OCC)C(O)c1ccccc1 (configuration not stated),-4,-4%,6%,2%,-12%,-2%,2,3,-12,0%
